p-CIP stab down – p/CIP-EGFP fusion destabilizers, primary screen, fluorescence, F442A cells; Q05BA5; 16 h; decrease of EGFP signal, % at 10 µM; hit rate 0.01% among 290,000; AID 1984, 2009;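 active = EGFP signal decrease of at least 30% at 10 µM or well 3 SD below plate mean, unless failing retest; inactive = the rest, including hits failing retest or dose response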; also: some compounds called inactive have numbers as strong as hits; many of its hits are not listed in these tables
PfM18AAP inh – PfM18AAP inhibitors, malaria aminopeptidase, primary screen, biochemical, QFRET, recombinant enzyme | hit rate 1.2% among 290,000 | AID 1822, 2009 | inhibition, % at 7.35 µM | H-Glu-NHMec fluorogenic cleavage;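 active = inhibition above the campaign mean inhibition over all tested compounds plus 3 SD, cut at about 28% in these data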;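 also: 0% = plate median of test compound wells and 100% = 2 mM ZnCl2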
MEKK2 mut-MEK5 – MEK5 binding signal on mutant MEKK2 PB1, primary screen, biochemical, multiplex bead flow cytometry, Alexa488-MEK5; hit rate 0.35% among 290,000; percent response, % at 10 µM; Alexa488-MEK5 binding to MEKK2 mutant; in the data active = percent response above about 24%, passing the limit was not always enough; also: inactives centre near 1; some results filed as inactive read as strong as hits; reference of the scale not given here
UBC9 SUMO inh – inhibitors of in vitro SUMOylation cascade, primary screen, biochemical, HTRF, uHTS; SUMO-conjugating enzyme UBC9 (Homo sapiens), P63279; HTRF SUMOylation assay, SAE1/SAE2 + UBC9; inhibition, % at 35 µM; hit rate 0.36% among 290,000; in the data active = inhibition above about 50%, passing the limit was not always enough; also: strong numbers were not always called active
MEKK3 PB1 HTS – modulators of MEKK3-MEK5 PB1 binding, primary screen, biochemical, wildtype MEKK3, multiplex bead flow cytometry, Alexa488-MEK5 | binding response (% of control), % at 10 µM | hit rate 1.4% among 290,000 | bead-based flow cytometry, Alexa488-MEK5 binding to MEKK3; actives lie on both sides; 0 = blocked by unlabeled MEK5, 100 = vehicle | AID 1529, 2009;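 active = binding response more than 3 SD above or below the average of its plate-row segment, actives on both sides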;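 also: Alexa488 bead fluorescence after subtracting the streptavidin-only scavenger bead signal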
NALP1 inh – NALP1 inflammasome inhibitors in reconstituted yeast, colorimetric, S. cerevisiae, triplicate retest; hit rate 0.61% among 280,000; S. cerevisiae NALP1/ASC/caspase-1 growth, X-gal OD620, 72 h; AID 2071, 2009; inhibition, % at 10 µM; in the data active = inhibition mostly above about 24%, no sharp cut-off; inactive = mostly below about 32%; also: some compounds called inactive have numbers as strong as hits
MEKK2wt PB1 HTS – modulators of MEK5 binding to wildtype MEKK2, primary screen, biochemical, multiplex bead flow cytometry, Alexa488-MEK5; Mitogen-activated protein kinase kinase kinase 2 (Homo sapiens), Q9Y2U5; Alexa488-MEK5 binding to MEKK2 WT; actives lie on both sides; binding response (% of control), % at 10 µM; hit rate 1.1% among 290,000; AID 1531, 2009; in the data active = binding response below about 67% or above about 130%
IDE cell activ – human IDE activators in live cells, primary screen, fluorescence polarization, HEK cells, FAbeta-B substrate; Insulin-degrading enzyme (Homo sapiens), P14735; FAbeta-B cleavage; 0% vehicle, 100% cell-free pure enzyme wells; activation, % at 5.96 µM; hit rate 0.073% among 340,000;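 active = activation above the mean of all tested compounds plus 3 SD, set per screening campaign, cut at about 17% in these data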
Target sequence (P14735 whole entry, looked up): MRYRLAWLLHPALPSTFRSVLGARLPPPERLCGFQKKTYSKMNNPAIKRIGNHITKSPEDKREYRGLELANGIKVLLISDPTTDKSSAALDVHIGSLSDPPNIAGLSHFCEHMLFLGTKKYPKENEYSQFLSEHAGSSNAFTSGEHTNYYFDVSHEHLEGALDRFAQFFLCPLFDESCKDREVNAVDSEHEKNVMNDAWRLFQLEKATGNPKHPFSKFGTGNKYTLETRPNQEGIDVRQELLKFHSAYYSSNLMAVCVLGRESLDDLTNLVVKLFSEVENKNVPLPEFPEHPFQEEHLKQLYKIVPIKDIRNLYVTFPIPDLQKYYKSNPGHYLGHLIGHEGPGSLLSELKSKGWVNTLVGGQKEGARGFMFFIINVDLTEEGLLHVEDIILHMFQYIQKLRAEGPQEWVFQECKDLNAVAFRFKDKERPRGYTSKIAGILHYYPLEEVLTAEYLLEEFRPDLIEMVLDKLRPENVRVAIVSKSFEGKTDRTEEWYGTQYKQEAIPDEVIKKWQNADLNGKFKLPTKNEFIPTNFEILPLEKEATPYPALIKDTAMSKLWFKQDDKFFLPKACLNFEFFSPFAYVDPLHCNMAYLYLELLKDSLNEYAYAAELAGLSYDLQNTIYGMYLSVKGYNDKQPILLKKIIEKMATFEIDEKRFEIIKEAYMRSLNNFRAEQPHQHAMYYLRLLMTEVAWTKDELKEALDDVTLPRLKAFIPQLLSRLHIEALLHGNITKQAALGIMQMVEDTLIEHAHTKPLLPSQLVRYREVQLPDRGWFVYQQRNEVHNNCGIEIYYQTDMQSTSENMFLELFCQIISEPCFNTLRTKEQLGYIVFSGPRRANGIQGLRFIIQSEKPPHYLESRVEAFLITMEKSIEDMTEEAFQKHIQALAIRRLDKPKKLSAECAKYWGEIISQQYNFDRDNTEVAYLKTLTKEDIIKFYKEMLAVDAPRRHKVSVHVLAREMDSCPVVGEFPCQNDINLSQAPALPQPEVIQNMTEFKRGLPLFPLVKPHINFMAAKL
IDE cell inh – human IDE inhibitors in live cells, primary screen, fluorescence polarization, HEK cells, FAbetaB substrate. FAbetaB cleavage. inhibition, % at 5.59 µM. hit rate 0.41% among 320,000. AID 434962, 2010;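 active = percent inhibition above the average of all tested compounds plus 3 SD, set per screening campaign, cut at about 16% in these data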;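 also: IDE supplied by intact live HEK cells; FP after avidin binding of uncleaved biotin substrate so inhibition keeps polarization high; 0% = DMSO wells and 100% = 60 µM reference IDE inhibitor Ii1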
An asterisk follows results filed as active; nt = not tested or not shown. A portion of the library, so the mix of outcomes need not match the whole.

SMILES	p-CIP stab down	PfM18AAP inh	MEKK2 mut-MEK5	UBC9 SUMO inh	MEKK3 PB1 HTS	NALP1 inh	MEKK2wt PB1 HTS	IDE cell activ	IDE cell inh
CCc1ccc(NC(=O)C(C)OC(=O)CC(NC(C)=O)c2ccccc2)cc1 (stereo not drawn)	-1	-2	2	8	104	18	106	-2	-3
C/C(CC1CC(C)(C)OC1=O)=N/Nc1nc(-c2ccccc2)cs1 (stereo not drawn)	-14	7	15	15	101	19	99	-4	-1
CCOC(CNc1ncnc2sc(-c3ccccc3)cc12)OCC	4	6	3	-15	104	29	106	0	9
Cc1cc(-c2ccccc2C(=O)NCc2ccccc2)on1	-4	2	8	-9	102	19	101	1	2
Cc1ccccc1Cn1ccc(-c2ccc3c(c2)OCO3)n1	-18	1	-7	-18	82	0	84	3	5
Cc1onc(-c2c(F)cccc2Cl)c1C(=O)N1CCN(S(C)(=O)=O)CC1	7	10	-11	9	86	27	85	0	-1
COc1ccc(C)cc1S(=O)(=O)NC1CCCCC1	-6	-7	-1	10	99	-4	67	3	-2
Cc1ccc(-c2nn3c(C)nnc3s2)cc1NC(=O)c1ccc(Br)o1	2	-6	0	1	102	-5	99	-3	3
COc1cccc(Oc2ccc(N)cc2)c1	-6	-12	0	-2	103	3	102	2	5
Cc1[nH]n(-c2ccccc2)c(=O)c1-c1ccccc1	12	-6	9	-8	108	-2	103	-7	4
Fc1ccc(-c2cc(C(F)(F)F)nc(NCC3CCCO3)n2)cc1 (stereo not drawn)	-8	0	11	-25	104	0	111	4	3
CNC(=O)c1cn(-c2ccccc2)c(=O)c2ccccc12	-12	-9	2	-14	97	-1	96	7	4
CCOc1ccccc1NC(=O)N1CCCN(c2ncccc2C#N)CC1	-2	-2	2	15	105	18	106	5	2
CCOc1ccccc1OCCCNCc1ccco1	-1	4	0	-2	105	38	105	2	0
Cn1c(=O)c2c(-c3ccccc3)n(-n3cnnc3)cc2n(C)c1=O	-39	7	5	34	106	5	101	-3	6
CC(=O)N(CCN(C)C)c1nc2cc3c(cc2s1)OCCO3	-8	-9	1	3	101	29	104	7	-12
CCN(CC)S(=O)(=O)c1cccc(NC(=O)COC(=O)C2COc3ccccc3O2)c1 (stereo not drawn)	-1	-9	-4	8	94	40	95	3	-2
C=CCN(CC=C)S(=O)(=O)c1ccc2nc(NC(=O)C3CCCO3)sc2c1 (stereo not drawn)	-4	1	-2	3	98	30	101	6	5
O=[N+]([O-])c1ccc(OCCCn2cncn2)cc1	6	-1	12	16	106	26	110	5	3
COc1ccc(C2SCCN2S(=O)(=O)c2ccc(F)cc2)cc1OC (stereo not drawn)	-12	2	-11	8	78	-1	75	2	-7
Cc1cc(CN(C)C(=O)CC2C(=O)NCCN2Cc2ccc(F)c(F)c2)on1 (stereo not drawn)	-4	0	-8	5	102	12	85	-1	-2
Cc1ccc(N2CCN(/N=C/c3ccccc3)CC2)cc1	-8	-1	4	4	101	10	100	1	1
Cc1ccc(N/C(=N/S(=O)(=O)c2cccs2)c2ccccc2)c(C)c1	1	0	-9	5	110	-1	95	-3	-4
CC(C)(C)n1nnnc1C(c1cccs1)N(Cc1ccccc1)Cc1cccnc1 (stereo not drawn)	-4	0	1	-1	105	8	105	2	2
Cc1ccc(C)c(N2N=C(C(=O)N(CC(C)C)c3c(N)n(Cc4ccccc4)c(=O)[nH]c3=O)CCC2=O)c1	7	-1	2	5	102	15	104	2	-4

Continuation.
SMILES	p-CIP stab down	PfM18AAP inh	MEKK2 mut-MEK5	UBC9 SUMO inh	MEKK3 PB1 HTS	NALP1 inh	MEKK2wt PB1 HTS	IDE cell activ	IDE cell inh
CC(=O)Nc1ccc2c(c1)ncn2-c1ccccc1	-8	-3	-4	13	92	1	96	nt	4
O=C(NC1CCCC1)C1CCN(C(=O)c2cccc(Cl)c2)CC1	-18	-7	2	19	103	-2	100	4	3
COc1ccccc1S(=O)(=O)Cc1ccc(C(=O)NCC2CCCO2)o1 (stereo not drawn)	-10	-15	2	8	106	0	105	0	4
Cc1c2cnn(CC(=O)N3CCOCC3)c(=O)c2c(C)n1Cc1ccccc1F	-1	5	2	9	99	10	99	5	0
O=C(OCCN1CCCC1=O)c1cncc(Br)c1	-2	-7	-4	3	99	-30	98	7	1
CCN1C(=O)N(S(=O)(=O)C(F)(F)F)[C@@H](c2ccccc2)C(C(=O)OC)=C1C	-6	nt	2	7	99	-3	96	1	4
Clc1ccc(C(c2nnnn2C2CCCC2)N2CCSCC2)cc1 (stereo not drawn)	1	-20	4	-14	105	-7	100	-1	-1
CCN(CC(=O)NCc1ccc(Cl)cc1)C(=O)c1ccc(S(=O)(=O)NCc2ccco2)cc1	-6	4	13	16	105	9	106	-1	8
Cc1c(C(=O)NCCCn2ccnc2)oc2ccccc12	3	4	-2	18	103	3	98	0	2
O=C(OCC(=O)N1CCc2ccccc2C1)c1cccnc1Cl	13	-2	0	-20	99	-12	102	5	0
Cc1noc(C)c1COC(=O)/C=C/c1ccccc1Cl	5	0	-7	9	99	-17	95	-1	2
COc1ccccc1NC(=S)N(Cc1ccco1)Cc1cc2cc(C)ccc2[nH]c1=O	-5	-4	-1	17	113	8	92	1	8
COc1ccc(OC)c2sc(Cl)nc12	2	9	6	0	100	5	101	0	-2
CC(=O)C1=C(C)NC(=O)NC1c1ccc(OC2CCCC2)cc1 (stereo not drawn)	-8	-1	-5	25	94	9	92	-1	-3
CCn1c(CNC(=O)c2cccc(C)c2)nnc1SCC(=O)Nc1nnc(C)s1	0	-8	1	2	98	-4	96	3	5
CCCN1CCN(S(=O)(=O)c2ccc(OC)c(Br)c2)CC1	-14	5	-4	-23	95	-10	96	1	8
CC1(C)CC(=O)C(C=Nc2cccnc2/N=C/C2=C(O)CC(C)(C)CC2=O)=C(O)C1	-5	1	-10	24	71	-18	80	-6	1
CCOC(=O)Cn1c(=O)oc2cc(S(=O)(=O)NCC3CCCO3)ccc21 (stereo not drawn)	-1	2	9	6	109	-6	105	3	-5
c1ccc(CCn2nnc3ccccc32)cc1	-1	-3	0	0	94	0	96	3	-1
CCOC(=O)Cc1csc(NC(=O)CSc2nnc(C)n2C)n1	5	-11	6	5	107	-6	109	-4	4
CC1=C(C(=O)OCc2ccccc2)C(c2ccco2)C2=C(CC(C)(C)CC2=O)N1 (stereo not drawn)	-7	3	-2	1	93	6	97	2	3
CCN1C(=NCCc2cccs2)N[C@@H](c2cccs2)C(C(=O)OC)=C1C	-10	8	3	1	100	26	110	2	0
CCC(=O)N1CCc2cc(S(=O)(=O)NC(Cc3ccccc3)C(=O)Nc3nccs3)ccc21 (stereo not drawn)	-10	-7	-1	3	99	22	99	2	3
COc1cccc(CNC(=O)CC2C(=O)NCCN2CCCc2ccccc2)c1 (stereo not drawn)	-12	-9	15	6	108	14	129	3	-3
CNS(=O)(=O)c1cc(OCC(N)=O)c(C)cc1Cl	-6	1	2	-14	102	25	108	5	4

More records follow:
SMILES	p-CIP stab down	PfM18AAP inh	MEKK2 mut-MEK5	UBC9 SUMO inh	MEKK3 PB1 HTS	NALP1 inh	MEKK2wt PB1 HTS	IDE cell activ	IDE cell inh
CC(c1ccccc1)C1C(C#N)=C(N)OC2=C1C(=O)CCC2 (stereo not drawn)	0	-14	1	-22	96	4	99	-1	-3
CC(C)(C)NC(=O)CSc1nnc(-c2ccncc2)n1Cc1ccccc1	-7	-3	6	4	104	-4	109	4	-3
Cc1ccc(C(=O)N/N=C/c2c(O)ccc3ccccc23)cn1	-5	17	4	-9	106	20	105	-68	64*
COc1ccc(/C=C/C(=O)Nc2ccccc2C(=O)N2CCCC2)cc1	6	2	7	12	103	-6	106	1	10
Cc1ccc2c(c1)N(CCC(=O)NCCCN1CCCC1)C(=O)CO2	-16	4	3	8	102	18	103	5	-3
COc1cc(NC(=S)N2CCN(C/C=C/c3ccccc3)CC2)cc(OC)c1	2	10	0	-2	117	22	102	6	3
FC(F)(F)c1cccc(NCc2cn3cccnc3n2)c1	-3	1	nt	0	nt	-5	nt	-4	-8
CCOC(=O)C1CCCc2c1[nH]c1ccc(Cl)cc21 (stereo not drawn)	4	15	-12	-7	92	-4	89	nt	4

From PubChem
